Screening results deposited in PubChem by several laboratories.
GSK3beta inhib: inhibitors of human GSK3beta kinase; P49841; GST-GSK3beta kinase, ADP-Glo luminescence, 60 min; active compounds read low; activity score (negative = inhibition), % at 10 µM; 0.038% of 300,000 active;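 active means more than half of replicate wells score below -50%, meaning over 50% inhibition versus plate controls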;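 further: 0% = median DMSO wells and -100% = median GW8510 positive control wells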
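Assay system: GST-fused GSK3beta enzyme, cell-free / Medium: Tris pH 7.5 buffer with MgCl2, DTT, BSA, heparin / Also added: peptide substrate plus 25 µM ATP (final) / Compound: 10 µM single point / Timing: kinase reaction with compound 60 min at room temperature / Detection: ADP-Glo luminescence / Benchmarks: DMSO neutral wells and GW8510 at 20 µM as positive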
KCNQ1 act: potentiators or activators of human KCNQ1 potassium channel | CHO-K1 KCNQ1, thallium flux FluxOR fluorescence; active compounds read high | B-score at 10 µM | 0.35% of 310,000 active | AID 2648;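 active means fluorescence ratio B-score, a plate-corrected score, at least three library SD, with initial intensity B-score within 5 SD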
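System: Stable KCNQ1 CHO-K1 line | Incubation: 90 min dye loading and 20 min compound exposure, both at room temperature | Measure: Ratio B score | Medium: Assay buffer for compound exposure, DMSO matched across wells | Compound dosing: Single-concentration screen | Probe or stimulus: K+/Tl+ depolarizing stimulus | Measured by: Kinetic FluxOR fluorescence, 10 s baseline plus 110 s post-stimulus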
PolyA inhibitor: inhibitors of polyadenylation in S. cerevisiae. S. cerevisiae SKY197-pL101 polyadenylation reporter, beta-gal luminescence; efflux-impaired pdr1/pdr3 knockout yeast; score 100 = 6 SD above DMSO. calls only at 12 µM. 0.02% of 300,000 active. AID 1875;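 active means lowest replicate activity score at least 50, where 100 means six control SD above control mean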;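 further: yeast exposed to compound for 9 h at 30 °C; higher score means more reporter readthrough which indicates perturbed polyadenylation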
RGS4 pot: RGS4 potentiation or activation. HEK293 M3R/inducible RGS4, carbachol calcium flux Fluo4; active compounds read low. B-score at 10 µM. 0.92% of 310,000 active;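 active means B-score of the integrated calcium signal more than 4 SD below the library mean, with starting fluorescence not abnormally high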;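 further: negative B-score means reduced calcium response which marks RGS4 activation or potentiation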
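Assay system: Inducible-RGS4 HEK293 cells carrying M3 receptor | Schedule: Compound preincubation 20 min at room temperature before agonist | Signal: Kinetic calcium fluorescence imaging with Fluo4-AM dye, 2 µM | Read-out basis: B score from integrated fluorescence ratio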
hERG protect: shields human hERG channel from block by proarrhythmic agents | Q12809 | CHO-hERG, FluxOR thallium flux, dofetilide IC70 present | activation (rescue from dofetilide block), less the hit threshold, % at 10 µM | 0.51% of 310,000 active;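 active means activation above the mean of controls blocked by dofetilide plus 5 SD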;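 further: thallium influx through hERG after potassium depolarization seen as dye fluorescence rise; in these data hits start at about 4.7%; inactives centre near -7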
DYRK1A inh: blocks rat Dyrk1A kinase activity | ADP-Glo luminescence, NFATc1 peptide | AID 504441 | 0.43% of 310,000 active | Q63470 | inhibition, % at 12.5 µM; in the data active means inhibition above about 50%;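 further: plate controls were vehicle with enzyme for no effect and no enzyme for full effect; many of its hits are not listed in these tables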
HDAC3 inhib: inhibitors of human histone deacetylase 3. O15379. recombinant HDAC3, fluorogenic peptide/trypsin coupled, fluorescence. inhibition, % at 8.3 µM. 0.15% of 320,000 active. AID 2718; in the data active means inhibition above about 26%, passing the limit was not always enough
KCNK9 block: blocks the human KCNK9 two-pore domain potassium channel | Q9NPC2 | HEK293 KCNK9, FluxOR thallium flux fluorescence; active compounds read low | B-score at 10 µM | 1.2% of 310,000 active | AID 488922;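 active means ratio B-score over 3 SD below the library mean, with starting fluorescence within 5 SD of its mean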;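 further: negative B-score means less thallium flux so channel inhibition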
Target sequence (Q9NPC2 whole entry, looked up, the tested form may be a part): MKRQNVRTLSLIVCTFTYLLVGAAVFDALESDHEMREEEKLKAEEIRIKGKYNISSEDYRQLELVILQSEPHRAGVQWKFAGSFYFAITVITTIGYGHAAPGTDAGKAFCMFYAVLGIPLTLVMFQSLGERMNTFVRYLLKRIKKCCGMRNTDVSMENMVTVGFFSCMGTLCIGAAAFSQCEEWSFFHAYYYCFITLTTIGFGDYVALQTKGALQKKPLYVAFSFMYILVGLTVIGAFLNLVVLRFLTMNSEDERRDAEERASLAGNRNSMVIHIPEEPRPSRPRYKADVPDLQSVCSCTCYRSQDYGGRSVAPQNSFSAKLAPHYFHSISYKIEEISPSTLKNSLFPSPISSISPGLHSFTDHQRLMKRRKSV
KCNQ1 block: inhibitors of human KCNQ1 potassium channel; P51787; CHO-K1 KCNQ1, FluxOR thallium flux fluorescence; active compounds read high; B-score at 10 µM; 1.3% of 310,000 active; AID 2642;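 active means compounds whose thallium flux B-score, printed positive for inhibition, exceeds three library SD while starting fluorescence stays within three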;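 further: channel opened by potassium depolarization with thallium stimulus after 20 min compound exposure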
KCNK3 inh: human KCNK3 channel inhibition, primary screen | 0.84% of 340,000 active | B-score at 10 µM | AID 602410 | CHO-KCNK3 thallium flux, FluxOR fluorescence; active compounds read low;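 active means B-score under library mean minus 4 SD, starting fluorescence ratio at most library mean plus 5 SD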;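 further: more negative B-score means stronger inhibition of thallium flux through KCNK3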
GSK3 alpha inh: blocks human GSK-3 alpha kinase | ADP-Glo luminescence, 60 min | 0.1% of 320,000 active | AID 2650 | inhibition, % at 10 µM;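 in the data active means inhibition above about 50%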;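 further: GST-tagged GSK-3 alpha with peptide substrate and 25 µM ATP; 0% = DMSO neutral wells and 100% = GW8510 positive control wells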
Target sequence (P49840 whole entry, looked up): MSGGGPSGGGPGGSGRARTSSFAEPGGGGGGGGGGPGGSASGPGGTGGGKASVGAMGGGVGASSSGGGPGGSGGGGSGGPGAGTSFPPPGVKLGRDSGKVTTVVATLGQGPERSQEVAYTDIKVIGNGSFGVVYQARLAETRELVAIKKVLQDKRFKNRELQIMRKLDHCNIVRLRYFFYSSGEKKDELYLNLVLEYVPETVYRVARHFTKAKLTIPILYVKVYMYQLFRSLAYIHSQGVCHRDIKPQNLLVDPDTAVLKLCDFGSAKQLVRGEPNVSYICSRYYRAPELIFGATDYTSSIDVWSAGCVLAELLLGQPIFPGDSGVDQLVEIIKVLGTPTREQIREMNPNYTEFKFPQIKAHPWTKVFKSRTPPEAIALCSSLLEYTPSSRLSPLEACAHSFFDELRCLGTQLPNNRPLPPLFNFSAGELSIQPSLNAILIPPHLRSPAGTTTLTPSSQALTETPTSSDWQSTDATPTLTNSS
* = called active by the depositor; i = inactive; . = not tested or not shown.

SMILES	GSK3beta inhib	KCNQ1 act	PolyA inhibitor	RGS4 pot	hERG protect	DYRK1A inh	HDAC3 inhib	KCNK9 block	KCNQ1 block	KCNK3 inh	GSK3 alpha inh
O=C(N/N=C/c1ccoc1)c1ccc(Br)cc1	2	i	i	i	-3	.	6	i	i	i	1
Nc1ccccc1C#Cc1ccc([N+](=O)[O-])cc1	-1	i	i	i	-9	-1	3	i	i	i	-2
O=C(Oc1ccc([N+](=O)[O-])cc1)c1ccc2ccccc2n1	-2	i	i	i	-8	-6	2	i	i	i	-1
Cc1cc2ncn(S(=O)(=O)N3CCCCC3)c2cc1C	0	i	i	i	-6	4	8	i	i	i	0
COCCNC(=O)c1ccc(C)c(S(=O)(=O)Nc2ccc(C)cc2)c1	0	i	i	i	-9	-1	0	i	i	i	-2
O=C1CCC(C(=O)N(Cc2ccco2)C2(C(=O)NC3CCCC3)CCCCC2)N1 (configuration not stated)	1	i	i	i	-14	2	-3	i	i	i	-1
O=C(CCC(=O)N1CCc2ccccc21)Nc1ccccc1	0	i	i	i	-13	2	4	i	i	i	3
O=C(NCCc1ccc(F)cc1)c1cc2ccccc2oc1=O	-2	i	i	i	-5	-2	8	i	i	i	-2
CCCCn1c(N)c(N(CCOC)C(=O)c2ccc(Br)o2)c(=O)[nH]c1=O	-1	i	i	i	-10	-2	0	i	i	i	0
CC(C)C(=O)Nc1ccc(C(=O)N2CCN(C(=O)c3ccco3)CC2)cc1	1	i	i	i	-12	.	.	i	i	.	.
Cc1ccc(C(C)C)c(OCC(=O)c2c(O)c3ccccc3oc2=O)c1	3	i	i	i	-7	4	1	i	i	i	-3
Cc1nc(SCC(=O)NCc2ccc(F)cc2)c2c(=O)n(C)c(=O)n(C)c2n1	1	i	i	i	-11	0	-4	i	i	i	3
COc1cc2c(C(=O)N3CCN(C)CC3)c(C)oc2cc1Br	2	i	i	i	-16	0	2	i	i	i	8
CC1(C(=O)O)CCC(C(=O)Nc2ccc(OC(F)(F)Cl)cc2)C1(C)C (configuration not stated)	2	i	i	i	-4	2	4	i	i	i	-2
Cc1nn(-c2ccccc2)c2c1C(O)n1c(nc3ccccc31)S2 (configuration not stated)	-5	i	i	i	0	3	-2	i	i	i	-1
CCn1c(C(=O)O)c(S(=O)(=O)c2ccc(Cl)cc2)c2ccccc21	1	i	i	i	-9	-2	-2	i	i	i	-6
CC(C(=O)Nc1ccccc1Cl)N(c1ccccc1)S(C)(=O)=O (configuration not stated)	-2	i	i	i	-5	-3	-6	i	i	i	2
Cc1cc(C)n2nc(SCCOc3ccccc3F)nc2n1	3	i	i	i	-11	.	-1	i	i	i	-1
CCc1ccc2c(c1)C1(NN=C(c3ccccc3)S1)C(=O)N2 (configuration not stated)	-1	i	i	i	-16	14	3	i	11*	i	-1
COCCNC(=O)c1ccc(NS(=O)(=O)c2cc(C)ccc2C)cc1	-6	i	i	i	-9	6	-1	i	i	i	-1
COc1cc2c(cc1OC)C(c1cccc(F)c1)CC(=O)N2 (configuration not stated)	.	i	i	i	-1	1	1	i	i	i	7
O=C(O)CCc1ccc(-c2ccc(Cl)cc2)n1CC(=O)Nc1ccccc1	-2	i	i	i	1	-4	-3	i	i	i	-3
COc1cc(NC(=O)c2ccc(Br)o2)ccc1NC(=O)c1ccccc1Cl	-2	i	i	i	-14	-9	2	i	i	i	-2
CCOC(=O)CSC1=C(C#N)C(=O)NC2(CCCCC2)S1	2	i	i	i	-11	3	12	i	i	i	-3
O=C(NCc1cccc(Cl)c1)c1ccc2nc[nH]c2c1	-4	i	i	i	-7	16	10	i	i	i	-3
COc1cccc(OC)c1C(=O)NC(=O)Nc1c(F)c(F)c(F)c(F)c1F	0	i	i	i	-8	4	5	i	i	i	-2
Oc1ccc(C(=S)N2CCN(c3cccc(Cl)c3)CC2)cc1	2	i	.	i	-16	3	6	i	i	i	2
Cc1cc(C)c(S(C)(=O)=O)c(=O)[nH]1	-3	i	i	i	-6	-3	1	i	i	i	2
CC(=O)Nc1cc(C(=O)N(C)Cc2ccco2)ccc1Sc1ccc(Cl)cc1	-3	i	i	i	-4	-5	0	i	i	i	-2
Cc1nnc(SCC(=O)NC23CC4CC(CC(C4)C2)C3)s1	-1	i	i	i	-15	6	0	i	i	i	1

Continued, starting with the last two of the part before.
SMILES	GSK3beta inhib	KCNQ1 act	PolyA inhibitor	RGS4 pot	hERG protect	DYRK1A inh	HDAC3 inhib	KCNK9 block	KCNQ1 block	KCNK3 inh	GSK3 alpha inh
CC(=O)Nc1cc(C(=O)N(C)Cc2ccco2)ccc1Sc1ccc(Cl)cc1	-3	i	i	i	-4	-5	0	i	i	i	-2
Cc1nnc(SCC(=O)NC23CC4CC(CC(C4)C2)C3)s1	-1	i	i	i	-15	6	0	i	i	i	1
Cc1cccc(OCCCC(=O)Nc2nnc(C3CCCO3)s2)c1C (configuration not stated)	2	i	i	i	-6	4	-10	i	i	i	-2
N=c1oc2ccc([N+](=O)[O-])cc2cc1C(=O)NCc1ccccc1	-1	i	i	i	-4	.	5	i	i	i	-2
CC(C)(C)N(CC#CCC(O)(c1ccccc1)C1CCCC1)CCO (configuration not stated)	4	i	i	i	-6	-6	1	i	i	i	-2
CCn1c(=N)n(CC(=O)c2ccco2)c2ccccc21	-2	i	i	i	-10	-6	5	i	i	i	.
COc1ccc(C2/C=C\CN(C(=O)NC34CC5CC(CC(C5)C3)C4)CC(=O)N2Cc2ccc(F)cc2)cc1 (configuration not stated)	-1	i	.	i	-12	16	4	i	i	i	-1
Cc1ccc(C(=O)NC2(O)C(=O)c3ccccc3C2=O)cc1C	1	i	i	i	-7	25	9	i	i	i	3
Cc1ccc(NC(=O)CCC(=O)N2CCC(C)CC2)c([N+](=O)[O-])c1	-3	i	i	i	-6	-12	1	i	i	i	0
CCOC(=O)c1ccc(Nc2nc(C)nc3c2nnn3Cc2ccccc2)cc1	0	i	i	i	-2	5	-4	i	i	i	-2
C/C(CCc1ccc2c(c1)OCO2)=N\N=C1\NC(=O)CC(C(=O)Nc2ccccc2)S1 (configuration not stated)	3	i	i	i	-8	-2	-3	i	i	i	-3
COc1ccc(CNCCc2ccc(Cl)cc2)cc1OCc1ccccc1	2	i	i	i	-41	.	5	i	10*	-9.5*	-5

Whole records, quoted from the list:
`CCOC(=O)c1ccc(Nc2nc(C)nc3c2nnn3Cc2ccccc2)cc1` across the screens: GSK3beta inhib = 0; KCNQ1 act = i; PolyA inhibitor = i; RGS4 pot = i; hERG protect = -2; DYRK1A inh = 5; HDAC3 inhib = -4; KCNK9 block = i; KCNQ1 block = i; KCNK3 inh = i; GSK3 alpha inh = -2
`N=c1oc2ccc([N+](=O)[O-])cc2cc1C(=O)NCc1ccccc1` across the screens: GSK3beta inhib = -1; KCNQ1 act = i; PolyA inhibitor = i; RGS4 pot = i; hERG protect = -4; DYRK1A inh = .; HDAC3 inhib = 5; KCNK9 block = i; KCNQ1 block = i; KCNK3 inh = i; GSK3 alpha inh = -2

The listing picks up with the 4 entries that preceded the break.
SMILES	GSK3beta inhib	KCNQ1 act	PolyA inhibitor	RGS4 pot	hERG protect	DYRK1A inh	HDAC3 inhib	KCNK9 block	KCNQ1 block	KCNK3 inh	GSK3 alpha inh
Cc1ccc(NC(=O)CCC(=O)N2CCC(C)CC2)c([N+](=O)[O-])c1	-3	i	i	i	-6	-12	1	i	i	i	0
CCOC(=O)c1ccc(Nc2nc(C)nc3c2nnn3Cc2ccccc2)cc1	0	i	i	i	-2	5	-4	i	i	i	-2
C/C(CCc1ccc2c(c1)OCO2)=N\N=C1\NC(=O)CC(C(=O)Nc2ccccc2)S1 (configuration not stated)	3	i	i	i	-8	-2	-3	i	i	i	-3
COc1ccc(CNCCc2ccc(Cl)cc2)cc1OCc1ccccc1	2	i	i	i	-41	.	5	i	10*	-9.5*	-5
Cc1c(C#N)c2ccccc2n1CC(=O)NC(C)c1ccccc1 (configuration not stated)	4	i	i	i	-5	13	1	i	i	i	-2
CCCCn1c(N)c(N(CC(C)C)C(=O)C2CC(=O)N(CCc3ccccc3)C2)c(=O)[nH]c1=O (configuration not stated)	-3	i	i	i	-13	0	0	i	i	i	3
NNC(=O)c1ccc(CSc2nc3ccccc3s2)cc1	0	i	i	i	-10	4	20	i	i	i	-3
CN(C)S(=O)(=O)c1ccc(N2CCCC2)c(C(=O)OCC(=O)NC2(C#N)CCCCC2)c1	1	i	i	i	-10	-2	-1	i	i	i	-1
NS(=O)(=O)c1ccc(CCNC(=O)CN2CCC(Cc3ccccc3)CC2)cc1	-1	i	i	i	-3	-2	-7	i	i	i	0

Shown with two lines to a compound: entries from further up
Order of results: GSK3beta inhib	KCNQ1 act	PolyA inhibitor	RGS4 pot	hERG protect	DYRK1A inh	HDAC3 inhib	KCNK9 block	KCNQ1 block	KCNK3 inh	GSK3 alpha inh
NNC(=O)c1ccc(CSc2nc3ccccc3s2)cc1
    0	i	i	i	-10	4	20	i	i	i	-3
CN(C)S(=O)(=O)c1ccc(N2CCCC2)c(C(=O)OCC(=O)NC2(C#N)CCCCC2)c1
    1	i	i	i	-10	-2	-1	i	i	i	-1

Only part of the results is shown. The share of hits here may be higher or lower than overall.
